# AID inhibitor = Primary qHTS assay for inhibitors of Activation Induced Cytidine Deaminase (AID): AID signal; Single-stranded DNA cytosine deaminase (Homo sapiens), Q9GZX7; AID deamination FRET fluorescence, UDG-coupled, 4 h; Potency, µM (titrated, usually from 115 µM), for inactives: at the highest dose activity change, negative = inhibition, usual class: inhibitors; 91,000 tested, 0.32% active; also: nearly all actives have a fitted effect of over 25% in size
# Target sequence (Q9GZX7 whole entry, looked up): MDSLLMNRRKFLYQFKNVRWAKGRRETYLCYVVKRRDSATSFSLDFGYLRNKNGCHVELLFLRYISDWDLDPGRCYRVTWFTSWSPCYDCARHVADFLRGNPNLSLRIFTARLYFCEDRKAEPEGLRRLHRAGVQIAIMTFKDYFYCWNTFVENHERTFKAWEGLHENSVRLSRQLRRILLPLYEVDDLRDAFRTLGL
# UDG counterscr = Primary qHTS assay for inhibitors of Activation Induced Cytidine Deaminase (AID): UDG Counterscreen signal. Uracil-DNA glycosylase. FRET deamination/UDG coupled assay, UDG read, 4 h. Potency, µM (doses to about 115 µM), for the others: top-dose activity change, negative = inhibition, actives largely listed as inhibitors. 91,000 tested, 0.14% active. AID 1347430, 2020; also: nearly all actives have a fitted effect of over 65% in size
# * marks the source's active call; other numbers are inactive results; ? = inconclusive; & = joins results of further samples; [ ] = remark or other dose. Calls follow the shape of the dose curve; as a rule, active = well fitted curve in the direction sought with a large enough effect; inconclusive = small, poorly fitted or top-dose-only effect, or another doubt; inactive = no such curve, though single readings can be large; an effect the other way counts as inactive or inconclusive. % is scaled to controls: 0 for no effect and ±100 for the full control effect; potency is read from the fitted curve at half-maximal effect. This is a subset; count on the stated rates, not on these rows.
molecule	AID inhibitor	UDG counterscr
CC(C)NC(=O)CCCC(=O)NCC1(c2ccccc2)CC1	-11%	-8%
CCCc1nn2c(=O)cc(COC(=O)c3ccc(NC(=O)C4CCCCC4)cc3)nc2s1	24%	2%
CC(C)(C)c1ccc(C(=O)N/N=C/c2ccc3ccccc3c2)cc1	2%	-6%
Nc1cc(S(=O)(=O)O)cc2cccc(S(=O)(=O)O)c12	38%[activator]	-6%
CCOC(=O)CN(Cc1ccccc1)C(C(=O)NC1CCCCC1)c1ccccc1 (stereo not drawn)	8%	2%
Cc1nn(C)cc1CN(C)C(=O)CCn1nc(C(F)(F)F)c(Br)c1C	-11%	-2%
Cc1ccc(C)c(NC(=O)CSc2ncc3c(n2)-c2cc(Cl)ccc2N(Cc2ccccc2F)S3(=O)=O)c1	73%[activator]	3%
CCOC(=O)c1c(C)n(-c2ccccc2)c2ccc(OC(=O)COc3ccc(Cl)cc3)cc12	15%	-9%
C=CCOc1cccc(NC(=O)c2ccccc2Cl)c1	-8%	-3%
Cn1c(SCc2ccc(Br)cc2F)nnc1-c1cnccn1	-13%	-3%
COc1ccc(-n2nnc(C(=O)OCc3ccc(C)cc3C)c2C)cc1	-4%	11%
COc1cccc(NC(=O)c2oc3ccc(S(=O)(=O)N4CCOCC4)cc3c2C)c1	-11%	-2%
O=C(O)c1ccc(N2CCOCC2)cc1	1%	2%
Nc1nnc(SCC(=O)Nc2ccccc2C(F)(F)F)s1	36%[activator]	6%
COc1ccc2oc(-c3ccc(NC(=O)CC(C)C)cc3)nc2c1	-5%	-15%
CCc1ccc(C(=O)COC(=O)/C=C/C(=O)OCC(=O)c2ccc(CC)cc2)cc1	-5%	-11%
CCCCc1ccc(NC(=S)NN2CCN(C)CC2)cc1	-3%	0%
COC(=O)c1ccc(NC(=O)CCc2c(C)nn(-c3ccc(N4CCOCC4)nn3)c2C)cc1	3%&1%	5%&-8%
COCCN(Cc1cccs1)C(=O)C1CC1	-4%	4%
COc1ccc(CNC(=O)c2cc3c(=O)[nH]c4ccc(C)cc4c3s2)c(OC)c1	6%	5%
COc1ccc(NC(=O)Cn2c(C)c3cnn(-c4ccccc4)c(=O)c3c2C)c(OC)c1	-3%	4%
COc1ccc(CCNC(=O)CN(c2cc(C(F)(F)F)ccc2Cl)S(C)(=O)=O)cc1	-4%	5%
Cc1ccc(CNCC2CCNCC2)s1	3%	-5%
COC(=O)c1ccc(CNC(=O)c2ccc(C(C)C)cc2)cc1	-3%	-3%
Fc1ccc(Nc2nc(NCC3CCCO3)nc3c2cnn3-c2ccccc2)cc1 (stereo not drawn)	-15%	-14%
CC(=O)NCC(c1ccc2c(c1)OCO2)N1CCN(c2ccccc2)CC1 (stereo not drawn)	-12%	5%
CCc1ccc(-c2cc(C(=O)NCc3ccco3)c3ccccc3n2)cc1	-1%	1%
COc1ccc(C)cc1NC(=O)COCc1cc(-c2cccs2)on1	-18%	?
CCC(Cn1nnc2ccccc2c1=O)NC(=O)Nc1ccccc1OC (stereo not drawn)	14%	7%
Cc1ccc(CNC(=O)C(C(C)C)N2Cc3ccccc3C2=O)cc1 (stereo not drawn)	-4%	-11%
COc1ccc2c(=O)c(Oc3ccc(C)cc3)c(C(F)(F)F)oc2c1	1%	6%
Cc1ccc(-c2noc(-c3cn(CC(=O)NCc4cccs4)c4nc(C)ccc4c3=O)n2)cc1	?	0%
CCc1ccc(C(=O)NCCOC)cc1	-4%	4%
C=CC#CC[N+](CC)(CC)CC#Cc1ccccc1	10%	-7%
CCCCCn1c(SCCN2CCOCC2)nc2c1c(=O)[nH]c(=O)n2C	-1%	-8%
COC(=O)c1c(Cl)c(C)nc2onc(C)c12	24%	-5%
COc1cc(-c2nnc(SCC(=O)NC(C)C)o2)cc(OC)c1OC	-11%	-24%
CCOP(=O)(OCC)c1nc(-c2ccccc2)oc1N(C)C	3%	-7%
COc1ccc(-n2c(SCC3CCOCO3)nnc2-c2ccccc2)cc1OC (stereo not drawn)	-13%	-7%
N#Cc1ccc(C(=O)NC2CCSc3c(F)cccc32)cc1 (stereo not drawn)	36%[activator]	-4%
O=C(CSc1nnc(-c2ccncc2)n1CC(F)(F)F)NCC1CC1	0%	-4%
Cc1c(Cl)cccc1-c1ccc(C=O)o1	?	-6%
Cc1ccc(CN2C(=O)C3(SCC(=O)N3c3ccc(C)c(C)c3)c3ccccc32)cc1 (stereo not drawn)	-13%	-20%
COc1ccc(CCNC(=O)c2cc(-c3ccc(C)c(C)c3O)n[nH]2)cc1OC	1%	-9%
Cc1ccc(NC(=O)c2c(C)oc3ccc(O)c(CN4CCCCCC4)c23)cc1	?	-5%
O=C(NCc1ccc(Cl)cc1)c1ccc2c(c1)N(Cc1ccccc1F)C(=O)c1ccccc1S2=O (stereo not drawn)	-19%	-13%
CN(C(=O)CSc1nc2ccccc2n1CC(=O)N(C)C1CCCCC1)c1ccccc1	-21%	-1%
COc1ccc(C(=O)OCC(=O)NC2CCCCC2)cc1F	5%	0%
CCOC(=O)C(=CNC(N)=O)C(=O)OCC	-2%	2%
O=C(O)C(c1c[nH]c2ccc(OCc3ccccc3)cc12)N1CCN(CC(=O)N2CCOCC2)CC1 (stereo not drawn)	-1%	-6%
CC(=O)N1CCCc2cc(S(=O)(=O)N3CCC(C(=O)NC4CCC(C)CC4)CC3)ccc21 (stereo not drawn)	-23%	-4%
CC(=O)c1ccc(Oc2ncnc3c2oc2ccccc23)cc1	11%	0%
COc1ccc(NCC(=O)NNC(=O)CCOc2ccccc2OC)cc1	-10%	-8%
Cc1noc(/C=C\c2ccc(S(=O)(=O)N3CCc4ccccc43)cc2)c1NC(=O)C1CC1	56%[activator]	-24%
CC(=O)C(Sc1ccc([N+](=O)[O-])cc1)C(C)=O	2%	0%
Cc1ccc(C)c(NC(=O)CSc2nc(=O)n(CCN3CCOCC3)c3c2CCC3)c1	72%[activator]	12%
CC(=O)c1cn(CCOc2ccccc2F)c2ccccc12	-10%	-6%
Cc1oc2ncn(C)c(=O)c2c1C(=O)Nc1ccccn1	1%	0%
Cc1ccc(C(=O)N/N=C2/CC(C)CC(C)(C)C2)c(C)c1 (stereo not drawn)	-11%	-9%
Cn1c(=O)c2c(ncn2CC(O)COCc2ccccc2F)n(C)c1=O (stereo not drawn)	-5%	1%

# Additional records.
molecule	AID inhibitor	UDG counterscr
CCC(C)[C@H](N)c1nnc(SCc2ccc(Cl)c(Cl)c2)o1 (stereo partly drawn)	-22%	-9%
CCC(C)C(=O)Nc1ccc(N2CCCCC2)c2ccncc12 (stereo not drawn)	-3%	-6%
CC(C)Sc1nc2sc3c(c2c(=O)n1Cc1ccccc1)CCCC3	-18%	-9%
Cc1ccc(-c2cc(C(=O)O)c3ccc(C)c(C)c3n2)s1	-5%	14%
Cc1cc2oc(=O)cc(CN3CCN(C)CC3)c2cc1C	-1%	6%
O=C(NCc1ccc2c(c1)OCO2)c1ccc2c(c1)N(Cc1ccccc1F)C(=O)c1ccccc1S2	-9%	1%[57.5 µM]
CCOc1ccccc1C(=O)NCC(c1ccc(N(C)C)cc1)N1CCc2ccccc21 (stereo not drawn)	-20%	29%
CC1CCC/C(=N/NC(=O)c2ccc(Br)o2)C1 (stereo not drawn)	-8%	-18%
Cc1oc2cc(OCC(=O)N3CCC(C(N)=O)CC3)ccc2c(=O)c1Oc1ccccc1	-9%	-5%
CCN(CC)CC#CC(OC)(c1ccccc1)C1CCCC1 (stereo not drawn)	-2%	-3%
FC(F)(F)c1cccc(-n2c(SCc3cccc(Br)c3)nnc2-c2cccnc2)c1	-19%	-6%
O=C(COc1ccc2ccc(=O)oc2c1)NCc1cccs1	-4%	0%
Cc1ccc(NC(=O)COC(=O)c2nc(-c3ccccc3)oc2C)c(C)c1	6%	-5%
[Li+]	-5%	1%
O=C(CSc1nccn1Cc1ccco1)Nc1cccc(F)c1	-15%	-1%
O=C(NCc1nc2ccccc2[nH]1)c1c(F)cccc1F	-4%	5%
COc1ccc(-c2nnc(SCC(=O)Nc3cc(OC)ccc3OC)nc2-c2ccc(OC)cc2)cc1	-10%	?
CN(C)CCOc1cccc(C(=O)/C=C/c2ccc(C(=O)O)cc2)c1	-2%	-3%
Cc1cc(N/N=C/c2cccnc2)nc(NCc2ccccc2)n1	1%	7%
CN(CC(=O)NCCc1ccccc1)Cc1ccc(C(F)(F)F)cc1	-4%	-13%
CC(C)(CNC(=O)CCc1ncc(-c2ccccc2F)o1)N1CCOCC1	-7%	-7%
Cc1nn2c(C)c(C(=O)NCc3ccc(OC(C)C)cc3)cnc2c1-c1ccc(F)cc1	0%	?
Cc1ccc(OCC(=O)Nc2c(C(=O)c3ccccc3)oc3ccccc23)cc1C	0%	-3%[57.5 µM]
Cc1ccc(-n2nc(C)c3c(C(F)(F)F)cc(-c4cccnc4)nc32)cc1Cl	1%	-2%
CN(C)c1ccc(NC(=O)c2cccc3ccccc23)cc1	5%	-3%
NS(=O)(=O)c1ccc(NC(=O)c2cc(-c3cccs3)nc3ccccc23)cc1	-1%	-11%
Cc1nn(CCCC(=O)Nc2ccccc2C(F)(F)F)c(=O)c2c1sc1ccccc12	-3%	8%
O=S(=O)(NCC(c1ccco1)N1CCOCC1)c1ccc(F)cc1 (stereo not drawn)	4%	?
CCc1cccc(-n2nnc(S(=O)(=O)c3ccc(OC)cc3)c2C)c1	?	-6%
COc1ccc(CCCc2nnc(SCC(=O)Nc3ccc(C)cc3)o2)cc1C	8%&0%	0%&-2%

# Given field by field: four of the compounds above.
> CCN(CC)CC#CC(OC)(c1ccccc1)C1CCCC1 (stereo not drawn)
- AID inhibitor: -2%
- UDG counterscr: -3%

> FC(F)(F)c1cccc(-n2c(SCc3cccc(Br)c3)nnc2-c2cccnc2)c1
- AID inhibitor: -19%
- UDG counterscr: -6%

> O=C(COc1ccc2ccc(=O)oc2c1)NCc1cccs1
- AID inhibitor: -4%
- UDG counterscr: 0%

> Cc1ccc(NC(=O)COC(=O)c2nc(-c3ccccc3)oc2C)c(C)c1
- AID inhibitor: 6%
- UDG counterscr: -5%

# (list continues)
molecule	AID inhibitor	UDG counterscr
CCOC(=O)C(=O)NCc1ccccc1	0%	0%
Cn1ncc2c(Nc3cccc(F)c3)ncnc21	13%	-4%[57.5 µM]
CCOc1ccc2c(c1)c(=O)c(C(=O)c1ccc(CC)cc1)cn2CC(=O)Nc1cccc(Cl)c1	7%	-7%
COc1ccc(CNCCCSc2nnnn2C)c(OC)c1	0%	5%
CCOC(=O)c1cccc(Nc2cc(-c3ccccc3)ncn2)c1	?	-12%
CC(C)(C)OC(=O)N1CCC(c2c(C(=O)NCCN3CCCC3)cnn2-c2ccc(Cl)cc2)CC1	-21%	-3%
CCn1c(=O)c2cc(C(=O)NCCc3cc(OC)ccc3OC)sc2c2ccccc21	-8%	-9%
Cc1cccc(NC(=O)CSc2nnc(COc3ccc(Cl)cc3)n2Cc2ccco2)c1	?	-13%
CC#CC(CCCN(C)Cc1ccccc1)(c1ccccc1)c1ccccc1	-2%	10%
Cc1ccc2oc(C(=O)O)c(C)c2c1	0%	-6%
COc1ccc2c(C)c(CC(=O)Nc3ccc(C(C)=O)cc3)c(=O)oc2c1OC	-12%	-7%
O=C(Nc1ccccc1Cc1ccccc1)c1cccc[n+]1[O-]	-4%	0%
CN(Cc1ccco1)C(=O)c1ccc2c(c1)N(Cc1ccccc1F)C(=O)c1ccccc1S2	?	-24%[57.5 µM]
O=C(Nc1cc(-c2nc3cc(Cl)ccc3o2)ccc1Cl)c1cccs1	129%[activator]	6%
Cc1cccc(-c2nc(-c3cc4ccc(C)cc4[nH]c3=O)no2)c1	-9%	-12%
CC(C)CCC(=O)NCCCNC(=O)c1cccs1	-4%	-10%
CCc1ccc2[nH]c(C)c(CC(=O)O)c2c1	27%	3%
CCCCC(CC)C(=O)NCC(C)(C)CNC(=O)C(CC)CCCC (stereo not drawn)	-6%	-2%
CC1(C)CCCC(C)(C#CCN2CCN(c3ccccc3)CC2)O1 (stereo not drawn)	-6%	-10%
COc1ccccc1Nc1ncnc2c1nc1n2CCCCC1	5%	2%
Nc1nc(Cl)nc(Nc2cccc(F)c2)c1[N+](=O)[O-]	-5%	0%
COc1ccc(CC(=O)NC2CC(=O)N(c3ccc(C)c(C)c3)C2)cc1OC (stereo not drawn)	11%	-1%
CCOC(=O)c1cc(NC(=O)c2ccc(Cl)c(Cl)c2)ccc1N1CCOCC1	-5%	-13%
O=C(NCc1ccc(C(=O)N2CCCCC2)cc1)c1ccc(C(F)(F)F)cc1	3%	2%
CSC1=NC2(CCN(C(=O)NC3CCCCC3)CC2)N=C1c1ccc(C)c(C)c1	-8%[57.5 µM]	-2%[57.5 µM]
CC(C)NC(=S)N/N=C/c1ccc([N+](=O)[O-])cc1	-2%	-1%

# Reformatted: 2 of the compounds above
# Values in the order – AID inhibitor, UDG counterscr
CCOC(=O)C(=O)NCc1ccccc1
    0%, 0%
Cn1ncc2c(Nc3cccc(F)c3)ncnc21
    13%, -4%[57.5 µM]
